Source: PubChem (National Center for Advancing Translational Sciences (NCATS))
Pf growth 48h: P. falciparum growth inhibition at 48 hours (one generation); P. falciparum luciferase growth in erythrocytes, 48 h; Potency, µM (series often up to 28.7 µM), for inactives: at the top dose activity change, negative = inhibition, usual class: inhibitors; hit rate 5.9% among 310,000; AID 504832
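Luciferase-expressing P. falciparum in infected erythrocytes (2% hematocrit, 0.1% parasitemia final) in RPMI 1640/0.5% Albumax were exposed to compound for 48 hours at 37 C, 5% CO2; growth read as luminescence.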
LmPK inhibitor: LmPK (Leishmania mexicana) enzyme inhibition; Q27686; purified LmPK, Kinase-Glo ATP luminescence, 1 h; Potency, µM (doses to about 57.5 µM), for inactives: at the highest dose activity change, negative = inhibition, hits mostly inhibitors; hit rate 0.37% among 290,000; AID 1721
Target sequence (Q27686 whole entry, looked up): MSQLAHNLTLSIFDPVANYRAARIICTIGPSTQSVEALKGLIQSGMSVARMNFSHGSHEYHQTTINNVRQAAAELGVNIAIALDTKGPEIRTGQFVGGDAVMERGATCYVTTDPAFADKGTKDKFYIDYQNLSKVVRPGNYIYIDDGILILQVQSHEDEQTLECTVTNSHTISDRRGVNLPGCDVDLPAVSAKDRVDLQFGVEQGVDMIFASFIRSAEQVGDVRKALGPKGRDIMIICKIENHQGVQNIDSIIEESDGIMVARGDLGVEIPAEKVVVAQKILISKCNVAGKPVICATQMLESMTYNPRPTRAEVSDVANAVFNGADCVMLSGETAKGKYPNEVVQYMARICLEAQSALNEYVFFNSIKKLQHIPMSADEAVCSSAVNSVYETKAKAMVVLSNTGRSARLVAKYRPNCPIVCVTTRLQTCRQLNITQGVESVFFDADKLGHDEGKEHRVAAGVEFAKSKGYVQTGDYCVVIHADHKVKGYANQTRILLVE
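Screened at intermediate enzyme activity to detect both inhibitors and activators: LmPK at 0.1 nM, with a 0.5 nM enzyme column as activation reference. PEP 0.5 mM, ADP 0.1 mM; ATP detected by luminescence after 1 h.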
Sm TGR inh: inhibitors of Schistosoma mansoni thioredoxin glutathione reductase; Q962Y6; purified TGR, DTNB reduction, TNB absorbance 405 nm; Potency, µM (titrated, usually from 114 µM), for inactives: top-dose activity change, negative = inhibition, usual class: inhibitors; hit rate 3% among 360,000; also: nearly all actives have a fitted effect of over 60% in size
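First, TGR (20 nM dispensed) and NADPH were mixed with compound. Second, a 15 min room-temperature incubation followed. Third, further NADPH and then DTNB were added to start the reaction. Finally, TNB absorbance was monitored kinetically.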
HCV inhibitor: inhibitors of hepatitis C virus infection; Huh7.5.1 HCVcc-Cre infection, luciferase reporter, 44 h; Potency, µM (titrated, usually from 41.8 µM), for inactives: at the top dose activity change, negative = inhibition, actives largely listed as inhibitors; hit rate 3.4% among 340,000
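Compounds are dispensed onto cells plated 4 h earlier at 1,000 per well, with HCVcc-Cre virus (about 0.5 moi) added next. Following 44 h of culture, luminescent signal is measured for 15 sec after 15 min with substrate at room temperature.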
Pf growth 96h: P. falciparum growth inhibition at 96 hours; hit rate 6.9% among 320,000; AID 504834; P. falciparum luciferase reporter growth, 96 h; Potency, µM (titrated, usually from 28.7 µM), inactives show at the top dose activity change, negative = inhibition, most hits filed as inhibitors
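Parasite growth measured via integrated firefly luciferase reporter in P. falciparum. Infected erythrocytes at 2% hematocrit, 0.05% parasitemia final were treated 96 hours at 37 C under 5% CO2, and luminescence was read.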
TbPYK inhibitor: blocks Trypanosoma brucei pyruvate kinase; Q57TT1; TbPYK enzyme, Kinase-Glo Plus ATP luminescence, 45 min; Potency, µM (doses to about 76.8 µM), for the others: top-dose activity, negative = inhibition, usual class: inhibitors; hit rate 0.12% among 410,000; also: nearly all actives have a fitted effect of over 50% in size
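ADP (130 uM final) triggers the TbPYK reaction after compound addition; incubation is 45 min at room temperature. Kinase-Glo Plus is then added and luminescence imaged. Normalized data are fitted to concentration-effect curves.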
Numbers without * were called inactive; ? = inconclusive; . = not tested or not shown; & = joins results of further samples; [ ] = remark or other dose. Calls follow the shape of the dose curve; as a rule, active = well fitted curve in the direction sought with a large enough effect; inconclusive = small, poorly fitted or top-dose-only effect, or another doubt; inactive = no such curve, though single readings can be large; an effect the other way counts as inactive or inconclusive. % is scaled to controls: 0 for no effect and ±100 for the full control effect; potency is read from the fitted curve at half-maximal effect.

SMILES	Pf growth 48h	LmPK inhibitor	Sm TGR inh	HCV inhibitor	Pf growth 96h	TbPYK inhibitor
C=CCn1c(O)c(C(C)=Nc2ccc(C(=O)OCC)cc2)c(=O)[nH]c1=O	-4%	2%	-29%	-1%	.	-4%
CCCCOc1ccc(N(CC(=O)NC2CCCCC2)C(=O)c2snc(C(N)=O)c2N)cc1	5%	-7%	-9%	5%	-13%	2%
Nc1c(NCc2ccccc2F)c(=O)[nH]c(=O)n1Cc1ccccc1	-17%	-1%	-3%	-4%	5%	-1%
CCN(c1ccccc1)S(=O)(=O)c1csc(C(N)=O)c1	-23%	0%	-6%	17%	2%	-1%
CC(CNC(=O)c1cc(COc2c(F)cccc2F)on1)Oc1cccnc1 (configuration not stated)	-27%	-4%	-11%	?	4%	0%
CS(=O)(=O)N1CCN(C(=O)c2cc(-c3cccs3)nc3ccccc23)CC1	-13%	6%	5%	-3%	.	-13%
CC(CCc1ccccc1)NC(C)C(O)c1ccc(O)cc1 (configuration not stated)	?	5%	-4%	?	1.9µM*	-10%&-1%
CC(OC(=O)c1ccc(S(=O)(=O)N2CCOCC2)cc1)c1ccccc1 (configuration not stated)	-3%	.	0%	-17%	?	2%
CCOc1ccc(NC(=O)CS(=O)CC(=O)Nc2cccnc2)cc1 (configuration not stated)	12%	-2%	7%	5%	39%[activator]	-3%
O=C(Nc1cc(SCCO)cc([N+](=O)[O-])c1)c1ccco1	19%	2%	-10%	-16%	9%	0%
Cc1ccc(-n2ccnc2SCC(=O)O)c(C)c1	9%	2%	-15%	9%	.	5%
CC(=O)c1ccc(NC(=O)C2CCCN2S(=O)(=O)c2cccc3cccnc23)cc1 (configuration not stated)	.	9%	2%	16%	13%	-5%
O=C(c1ccco1)N1CCN(S(=O)(=O)c2cccc([N+](=O)[O-])c2)CC1	7%	1%	19%	10%	?	-4%
CCN(CC)CCCNC(=O)c1ccccc1C	5%	4%	2%	.	.	-18%
CCCNC(=O)CCc1c(C)nc2c(c(C)nn2-c2ccc(C)cc2)c1C	?	-3%	15%	-24%	?	-11%
OC(CN1CC=C(c2ccccc2)CC1)c1ccccc1 (configuration not stated)	?	-5%	0%	-3%	?	-1%
CCc1ccccc1N1C(=O)C2C3CC(=O)C(c4ccccc43)C2C1=O (configuration not stated)	-57%	2%	.	2%	?	3%
CCOC(=O)c1c(NC(=O)COc2ncnc3sccc23)sc2c1CCC2	?	-4%	-7%	-27%	?	-6%
COc1ccc(-c2csc(NC(=O)C3=COCCO3)n2)c(OC)c1	31%[activator]	.	-8%	?	73%[activator]	6%
CS(=O)(=O)N(Cc1ccccc1)c1ccc(C(=O)NCc2cccnc2)cc1	4%	2%	6%	3%	.	4%
CN(c1c(C#N)c(C(F)(F)F)nn1C)N(S(C)(=O)=O)S(C)(=O)=O	?	-3%	-3%	16%	43%[activator]	4%
CCOc1ccc(NC(=O)C(C)Oc2ccccc2C(=O)Nc2ccc(C)c(Cl)c2)cc1 (configuration not stated)	?	10%	-20%	11µM*	?	-1%
Cc1c(C(=O)N2CC(C(=O)N3CCCCC3)Oc3ccccc32)oc2ccccc12 (configuration not stated)	?	.	0%	?	13µM*	-4%
CCCCC(=O)NC(=S)Nc1cccc(NC(=O)c2ccco2)c1	13%	1%	?	?	0%	-5%
C=CCn1c(SCC(=O)Nc2ccc(F)cc2F)nc2c([nH]c3ccccc32)c1=O	3%	2%	-19%	-22%	9%	0%
(more compounds)
SMILES	Pf growth 48h	LmPK inhibitor	Sm TGR inh	HCV inhibitor	Pf growth 96h	TbPYK inhibitor
O=C(CN1CCN(c2ncccn2)CC1)Nc1ccccc1-n1cccc1	?	1%	-5%	3%	12%	3%
COc1ccc(C(=S)N2CCOCC2)cc1OS(=O)(=O)c1ccccc1[N+](=O)[O-]	0%	0%	-3%	9%	?	-25%
Cc1noc(C)c1C(=O)OCC(=O)NCCc1ccccc1	-20%	.	-19%	10%	-25%	-1%
COc1ccc(OCC(O)CN2CCN(CC(O)COc3ccc(OC)cc3)CC2)cc1 (configuration not stated)	-115%	4%	-14%	?	?	1%
CC1=C(C(=O)Nc2ccc(Cl)cc2)C2(CCCCC2)C(C(N)=O)C(=S)N1 (configuration not stated)	-7%	1%	4%	0%	-2%	.
CCOC(=O)c1ccccc1NC(=O)C(C)Oc1ccccc1 (configuration not stated)	?	-3%	-22%	-30%	-9%	-2%
O=c1cc(CSc2nc(NCc3ccccc3)c3ccccc3n2)nc2ccc(Cl)cn12	0%	4%	-5%	1%	?	13%
COc1cccc(C2/C(=C(\O)c3ccc4c(c3)OCCO4)C(=O)C(=O)N2CC2CCCO2)c1 (configuration not stated)	-1%	0%	-1%	-4%	?	2%
CS(=O)(=O)NCc1nnc(SCc2c(F)cccc2Cl)o1	11%	0%	3%	9%	25%	0%
Cc1cc(C)c2[nH]c(=O)c(CN(Cc3nnnn3C3CCCC3)C3CCCCC3)cc2c1	-2%	1%	0%	5%	1%	1%
CC(CS(=O)(=O)c1ccc2c(c1)NC(=O)CS2)C(=O)N1CCN(c2cccc(Cl)c2)CC1 (configuration not stated)	?	-1%	-10%	?	26%	-1%
O=C(Nc1ccccc1C(=O)NCC1CCCO1)c1ccccc1 (configuration not stated)	13%	-7%	7%	-11%	2%	0%
CSc1cnc2c(=O)n(C)c(=O)[nH]c2n1	-1%	0%	1%	25%	9%	2%
O=C(COc1ccccc1)Nc1ccccc1N1CCN(c2ccc(F)cc2)CC1	-3%	-1%	-9%	16%	-21%	3%
Cc1ccc(NC(=O)CN2C(=O)NC3(CCc4ccccc43)C2=O)cc1S(=O)(=O)N1CCCCC1 (configuration not stated)	-29%	.	-2%	?	?	5%
Cc1ccc2[nH]cc(S(=O)(=O)c3ccc(C(C)C)cc3)c(=O)c2c1	-5%	4%	-10%	?	-4%	3%
CCOCC(=O)N1CCN(c2ccccc2OC)CC1	5%	3%	.	7%	27%	1%
CCn1c(COc2ccccc2C)nnc1SCC(=O)N1CCC(C)CC1	?	-4%	-2%	?	?	0%
O=C(COC(=O)c1cccc(Br)c1)NCCNC(=O)COC(=O)c1cccc(Br)c1	0.47µM*	-4%	-6%	13%	0.41µM*	5%
Oc1ccc(-c2nc3ccccn3c2NCc2ccc3c(c2)OCO3)cc1	-7%	-5%	-6%	?	?	4%
Cc1noc(C)c1C(=O)NCc1cccs1	15%	3%	2%	13%	-11%	?
CCCCCOC(=O)Nc1nc(=O)n(C2O[C@H](C)[C@@H](O)[C@@H]2O)cc1F (some centres not stated)	-29%	.	.	.	?	-22%
C[C@H](CO)NC(=O)[C@@H]1C[C@H]1[C@@H](NP(=O)(c1ccccc1)c1ccccc1)c1ccccc1	-8%	5%	3%	17%	-13%	-5%
COc1cc2cc(CN(Cc3cccs3)C(=S)Nc3ccc(C)cc3)c(=O)[nH]c2cc1OC	?	3%	-8%	-32%	-10%	-3%
Cc1ccc(Nc2c3c(nc4ncnn24)CCC3)cc1	.	7%	0%	-9%	20%	9%

A different layout for some results above:
| SMILES | Pf growth 48h | LmPK inhibitor | Sm TGR inh | HCV inhibitor | Pf growth 96h | TbPYK inhibitor |
| --- | --- | --- | --- | --- | --- | --- |
| Cc1ccc(NC(=O)CN2C(=O)NC3(CCc4ccccc43)C2=O)cc1S(=O)(=O)N1CCCCC1 (configuration not stated) | -29% | . | -2% | ? | ? | 5% |
| Cc1ccc2[nH]cc(S(=O)(=O)c3ccc(C(C)C)cc3)c(=O)c2c1 | -5% | 4% | -10% | ? | -4% | 3% |
| CCOCC(=O)N1CCN(c2ccccc2OC)CC1 | 5% | 3% | . | 7% | 27% | 1% |
| CCn1c(COc2ccccc2C)nnc1SCC(=O)N1CCC(C)CC1 | ? | -4% | -2% | ? | ? | 0% |
| O=C(COC(=O)c1cccc(Br)c1)NCCNC(=O)COC(=O)c1cccc(Br)c1 | 0.47µM* | -4% | -6% | 13% | 0.41µM* | 5% |
| Oc1ccc(-c2nc3ccccn3c2NCc2ccc3c(c2)OCO3)cc1 | -7% | -5% | -6% | ? | ? | 4% |
| Cc1noc(C)c1C(=O)NCc1cccs1 | 15% | 3% | 2% | 13% | -11% | ? |
| CCCCCOC(=O)Nc1nc(=O)n(C2O[C@H](C)[C@@H](O)[C@@H]2O)cc1F (some centres not stated) | -29% | . | . | . | ? | -22% |
| C[C@H](CO)NC(=O)[C@@H]1C[C@H]1[C@@H](NP(=O)(c1ccccc1)c1ccccc1)c1ccccc1 | -8% | 5% | 3% | 17% | -13% | -5% |
| COc1cc2cc(CN(Cc3cccs3)C(=S)Nc3ccc(C)cc3)c(=O)[nH]c2cc1OC | ? | 3% | -8% | -32% | -10% | -3% |
| Cc1ccc(Nc2c3c(nc4ncnn24)CCC3)cc1 | . | 7% | 0% | -9% | 20% | 9% |

Continued:
SMILES	Pf growth 48h	LmPK inhibitor	Sm TGR inh	HCV inhibitor	Pf growth 96h	TbPYK inhibitor
CC(=O)N1CCN(c2ccc(NC(=O)c3cccc(OCc4ccccc4)c3)cc2)CC1	10%	-1%	4%	-25%	?	2%
Cc1cc(NS(=O)(=O)c2ccc(NC(=O)Cc3ccc(Cl)c(Cl)c3)cc2)no1	?	.	-6%	-1%	10%	-8%
CC1CCCC(C)N1C(=O)COC(=O)CSc1ccc([N+](=O)[O-])cc1 (configuration not stated)	4%	.	-25%	14%	0%	3%
O=C(Nc1ccc(S(=O)(=O)Nc2ncccn2)cc1)C1COc2ccccc2O1 (configuration not stated)	8%	2%	-5%	-20%	12%	-4%
Cc1ccc2[nH]c3nc(SCCN4CCOCC4)nnc3c2c1	3%	-4%	-8%	-10%	79%[activator]	2%
Cn1c(=O)cc(OCCCC(=O)NCc2cccnc2)c2ccccc21	-17%	9%	4%	13%	?	4%
O=C(c1ccccc1Sc1cccc2ccccc12)N1CCOCC1	10µM*	1%	0%	?	?	1%
O=C(O)CCC(=O)Nc1cccc(C(=O)Nc2ccc(Br)cc2)c1	3%	1%	5%	10%	?	3%
COc1ccc(CCn2c(C)ccc2C)cc1OC	5.2µM*	-2%	?	?	8.3µM*	.
COc1cccc(CCNS(=O)(=O)CCNC(=O)c2cccc(OC)c2)c1	31%[activator]	.	7%	-6%	14%	-8%
CCOc1cccc(/C=C/c2cc(C(=O)O)c3ccccc3n2)c1OC	48%[activator]	-14%	-5%	-4%	92%[activator]	6%
CN(c1ccccc1)S(=O)(=O)c1cccc(C(=O)NC2CC(C)(C)NC(C)(C)C2)c1	-19%	.	1%	10%	-25%	0%
CC1CCCCN1CCNC(=O)c1cnn2ccccc12 (configuration not stated)	.	8%	-19%	-9%	?	-1%
Cc1ccc(-c2cn3cc(C)ccc3n2)cc1	37%[activator]	-23%	0%	-2%	?	-1%
O=C(NC(=S)Nc1ccc(N2CCN(C(=O)c3ccccc3)CC2)cc1)c1cccs1	?	9%	?	32µM*	-13%	3%
O=C(NCCCN1CCCCC1)C1CC(=O)N(CCc2ccccc2)C1 (configuration not stated)	28%	2%	8%	27%	0%	-7%
COc1ccc(S(=O)(=O)NN(C)C(=O)c2nn(-c3ccccc3)ccc2=O)cc1	?	2%	-4%	8%	5.9µM*	-11%
N/C(=N\c1nc2c(c(=O)[nH]1)CCCC2)Nc1ccccc1Sc1ccccc1	.	12%	-17%	-6%	?	4%
C[C@@H](C(=O)NCc1ccco1)N1C(=O)N2CCc3c([nH]c4ccccc34)[C@@]2(C)C1=O	5%	-4%	1%	-73%	?	-30%
N#Cc1ccc(N2CCOCC2)c([N+](=O)[O-])c1	12%	4%	15%	4%	-102%	-9%
CC(C)CC(=O)Nc1ccc(C(=O)COC(=O)C2CC(=O)N(Cc3ccccc3)C2)cc1 (configuration not stated)	13%	.	-1%	17%	-26%	1%
O=C(CCSc1nccn1Cc1ccccc1)N1CCOCC1	25%	1%	5%	10%	35%[activator]	-13%
CN(C)C(=O)Oc1ccc(Cl)c2ccccc12	67%[activator]	0%	2%	-12%	.	5%
